Menin MLL FP TR: inhibitors of human menin-MLL interaction, mutant MLL peptide; Menin + Texas Red MLL mutant peptide, fluorescence polarization; Potency, µM (highest dose often 61.6 µM), for the others: at the highest dose FP activity change, negative = inhibition, hits mostly inhibitors; actives 0.23% (n = 270,000); O00255; active = well fitted inhibition curve with a large enough effect in the polarisation, with a control signal flat, not every such curve was filed as active; inconclusive = small, poorly fitted or top-dose-only effect, or effect the other way, or a change in a side signal; inactive = no such curve, though single readings can be large or run the other way; the % refers to the polarisation; note: potency is the fitted concentration of half-maximal effect; % of control where 0% means no effect; many of its hits are not listed in these tables
Target sequence (O00255 whole entry, looked up): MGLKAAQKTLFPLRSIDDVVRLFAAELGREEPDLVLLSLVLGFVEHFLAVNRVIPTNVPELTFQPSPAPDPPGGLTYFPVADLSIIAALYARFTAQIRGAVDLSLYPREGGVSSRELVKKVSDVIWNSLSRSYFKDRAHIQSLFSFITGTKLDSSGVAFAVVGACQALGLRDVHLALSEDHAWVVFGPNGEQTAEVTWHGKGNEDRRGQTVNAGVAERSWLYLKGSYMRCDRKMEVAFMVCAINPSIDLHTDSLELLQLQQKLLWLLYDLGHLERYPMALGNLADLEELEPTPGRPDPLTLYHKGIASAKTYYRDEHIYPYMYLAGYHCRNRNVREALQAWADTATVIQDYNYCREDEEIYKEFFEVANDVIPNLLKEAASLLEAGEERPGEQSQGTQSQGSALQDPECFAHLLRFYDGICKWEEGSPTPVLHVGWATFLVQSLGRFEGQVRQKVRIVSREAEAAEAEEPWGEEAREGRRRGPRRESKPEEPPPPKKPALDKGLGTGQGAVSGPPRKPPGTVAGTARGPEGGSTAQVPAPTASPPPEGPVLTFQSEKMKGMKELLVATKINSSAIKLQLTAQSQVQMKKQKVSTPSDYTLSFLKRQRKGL
VP16 counter: counter-screen for ROR gamma inhibitors: Gal4-VP16 reporter | actives 3.5% (n = 310,000) | AID 2546 | Drosophila S2 Gal4-VP16 UAS-luciferase, luminescence, 20 h | Potency, µM (highest dose often 53.6 µM), inactives show top-dose activity, negative = inhibition, hits mostly inhibitors;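 note: Gal4-VP16 expression switched on by copper sulfate through the metallothionein promoter; potency is the fitted concentration of half-maximal effect; % is set by controls: 0 for no effect and ±100 for the full control effect; nearly all actives have a fitted effect of over 50% in size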
Rab9 prom act: Rab9 promoter activation. Huh7 Rab9 promoter-luciferase reporter, luminescence, 24 h. Potency, µM (highest dose often 9.22 µM), for the others: at the highest dose activation, negative = inhibition, actives largely listed as activators. actives 2.8% (n = 320,000). AID 485297; note: potency is the fitted concentration of half-maximal effect; % of control where 0% means no effect; nearly all actives have a fitted effect of over 60% in size
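Rab9 promoter-driven luciferase in stably transfected Huh7 cells; 1500 cells/well rested 2 h, exposed to compound in DMSO for 24 h at 37 °C, 5% CO2. Luminescence read 10 min after adding luciferase reagent at ambient temperature.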
KCNH2 3.1 inh: inhibitors of human KCNH2 3.1 potassium channel isoform. U2OS KCNH2 3.1, thallium flux FluxOr; hits give low values. activity change, % (tested at about 1.8 µM). actives 0.95% (n = 340,000). AID 720553;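 active = maximum activity change below -70%; inconclusive = maximum activity change from -70% to -50%; inactive = maximum activity change above -50%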;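 note: thallium influx rate constant from kinetic fluorescence after stimulation buffer; % is set by controls: 0 for no effect and ±100 for the full control effect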
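We transduce U2OS cells with the mutant 3.1 virus, culture them overnight, load FluxOr with Red40 quencher for 45 min, then add stimulation buffer and read kinetically for 2 min to derive a normalized rate constant.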
Mito fusion yeast: inhibitors of mitochondrial division or activators of mitochondrial fusion; S. cerevisiae fusion-defective mutant growth rescue, CellTiterGlo 48 h; Potency, µM (titrated, usually from 46.1 µM), for inactives: top-dose growth rescue (activation), actives largely listed as activators; actives 0.23% (n = 320,000); AID 485298;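 note: potency is the fitted concentration of half-maximal effect; % of control where 0% means no effect; nearly all actives have a fitted effect of over 45% in size; temperature-sensitive fusion mutants such as fzo1-1 at 37 °C on non-fermentable ethanol glycerol medium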
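Growth-rescue viability read-out: after 48 h at the non-permissive 37C in glycerol/ethanol YPEG, yeast mitochondrial fusion mutants are measured by CellTiterGlo luminescence; compounds (23 nl pinned per well) restoring growth score as division inhibitors or fusion activators.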
ELG1 DNA repair: ELG1-dependent DNA repair inhibition | actives 2.3% (n = 330,000) | Potency, µM (highest dose often 46.1 µM), inactives show at the highest dose activity change, negative = inhibition, actives largely listed as inhibitors | HEK293T ELG1-luciferase reporter, luminescence, 16 h; DNA damage induced by 5-fluorouridine; note: potency is the fitted concentration of half-maximal effect; % is set by controls: 0 for no effect and ±100 for the full control effect; nearly all actives have a fitted effect of over 55% in size
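Quantitative HTS, concentration-response format. 2,000 cells/well co-treated with 5-fluorouridine and compound, 16 hr in 5% CO2 at 37 °C; ONE-Glo luminescence read after 30 min.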
NPC1 prom act: NPC1 promoter activation; AID 485313; Huh7 NPC1 promoter luciferase reporter, 24 h; actives 2.4% (n = 320,000); Potency, µM (titrated, usually from 9.22 µM), inactives show at the top dose activation, hits mostly activators;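 note: potency is the fitted concentration of half-maximal effect; % of control where 0% means no effect; nearly all actives have a fitted effect of over 60% in size; reporter is driven by a mutant NPC1 promoter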
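Quantitative HTS used a cell-based reporter: Huh7 cells stably bearing the NPC1 promoter upstream of luciferase were treated with compounds for 24 h, and promoter activation was read as luminescence.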
MBNL1-CUG inh: inhibitors of human MBNL1 binding to CUG repeat RNA | Q9NR56 | TR-FRET MBNL1-His/biotin-(CUG)12 binding, 665/545 ratio | Potency, µM (titrated, usually from 57.5 µM), without a hit: at the top dose activity change, negative = inhibition, usual class: inhibitors | actives 0.036% (n = 280,000) | AID 2675; active = well fitted inhibition curve with a large enough effect in the signal ratio, with a control signal flat, not every such curve was filed as active; inconclusive = small, poorly fitted or top-dose-only effect, or effect the other way, or a change in a side signal; inactive = no such curve, though single readings can be large or run the other way; the % refers to the signal ratio; note: potency is the fitted concentration of half-maximal effect; % is set by controls: 0 for no effect and ±100 for the full control effect
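Compound titration spanned 92 nM–58 uM against the MBNL1-His/biotin-(CUG)12 complex. After 60 min at room temperature with 5 nM streptavidin-XL665 and 0.055 ng/ul terbium anti-His, ratiometric 665/545 nm emission (Ex 340 nm) normalized to controls.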
RORgamma inh: ROR gamma (mouse) transcription inhibition | P51450 | Potency, µM (series often up to 53.6 µM), for the others: top-dose activity change, negative = inhibition, usual class: inhibitors | actives 5.4% (n = 310,000) | AID 2551 | Drosophila S2 Gal4-RORgamma UAS-luciferase reporter, 20 h; note: potency is the fitted concentration of half-maximal effect; % is set by controls: 0 for no effect and ±100 for the full control effect; nearly all actives have a fitted effect of over 60% in size
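Using a luciferase readout, inhibitors were identified by reduced reporter activity in Drosophila cells coexpressing a copper-inducible Gal4–ROR gamma fusion and UAS-driven Photinus luciferase, incubated 20 hr after 700 uM copper sulfate.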
PKM2 activator: increases activity of human pyruvate kinase M2; P14618; purified PKM2, Kinase-Glo ATP luminescence, activation; response scale: 0% is enzyme alone, no compound; actives 0.34% (n = 260,000); Potency, µM (titrated, usually from 57.5 µM), without a hit: at the top dose activation, actives largely listed as activators; AID 1631; note: potency is the fitted concentration of half-maximal effect; % is set by controls: 0 for no effect and ±100 for the full control effect; nearly all actives have a fitted effect of over 55% in size
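hPK-M2, >95% pure; 0.1 mM ADP / 0.5 mM PEP final; imidazole pH7.2 buffer w/ 7 mM MgCl2, 50 mM KCl; 1 h RT; Kinase-Glo lum. Intermediate enzyme activity for dual inhibitor/activator qHTS.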
FLuc modulator: counter-screen for miR-21 project: firefly luciferase inhibitors or activators | P08659 | purified FLuc, Km substrates, luminescence inhibition | Potency, µM (doses to about 57.5 µM), without a hit: top-dose activity change, negative = inhibition, usual class: inhibitors | actives 6.9% (n = 360,000) | AID 588342;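 note: potency is the fitted concentration of half-maximal effect; plate controls were vehicle for no effect and reference inhibitor for full effect; nearly all actives have a fitted effect of over 55% in size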
Target sequence (P08659 whole entry, looked up): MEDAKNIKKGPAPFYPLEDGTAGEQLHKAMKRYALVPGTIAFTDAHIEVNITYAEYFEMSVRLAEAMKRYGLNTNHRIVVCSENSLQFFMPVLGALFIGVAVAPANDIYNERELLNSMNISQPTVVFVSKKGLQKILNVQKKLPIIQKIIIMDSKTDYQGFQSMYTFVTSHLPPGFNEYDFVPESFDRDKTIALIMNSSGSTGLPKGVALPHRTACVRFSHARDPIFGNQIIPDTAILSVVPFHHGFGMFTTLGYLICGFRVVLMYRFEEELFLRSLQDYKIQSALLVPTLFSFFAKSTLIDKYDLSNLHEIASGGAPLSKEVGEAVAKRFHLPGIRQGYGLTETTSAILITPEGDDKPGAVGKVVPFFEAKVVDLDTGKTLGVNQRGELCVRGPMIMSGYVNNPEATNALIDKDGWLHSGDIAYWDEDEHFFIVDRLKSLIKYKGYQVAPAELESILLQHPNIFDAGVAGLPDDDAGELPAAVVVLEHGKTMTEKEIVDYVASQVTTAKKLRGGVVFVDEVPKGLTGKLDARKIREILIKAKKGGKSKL
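Biochemical qHTS of compounds, final roughly 60 µM downward over six points, against 10 nM purified firefly luciferase using Km concentrations of substrates (10 uM D-luciferin, 10 uM ATP) in Tris acetate pH 7.5 buffer; luminescence output.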
* = called active by the depositor; ? = inconclusive; . = no result given; & = joins results of further samples; [ ] = dose if it differs, or a comment. Unless noted, calls come from the whole dose curve; as a rule, active = well fitted curve in the direction sought with a large enough effect; inconclusive = small, poorly fitted or top-dose-only effect, or another doubt; inactive = no such curve, though single readings can be large; an effect the other way counts as inactive or inconclusive.

SMILES	Menin MLL FP TR	VP16 counter	Rab9 prom act	KCNH2 3.1 inh	Mito fusion yeast	ELG1 DNA repair	NPC1 prom act	MBNL1-CUG inh	RORgamma inh	PKM2 activator	FLuc modulator
COC(=O)c1cccc(NC(=O)c2ccc3c(c2)C(=O)N(CC2CCCO2)C3=O)c1 (stereo unspecified)	.	-2%	0%	6	2%	-21%	3%	?	27%	-6%	24µM*
COc1ccc(-n2ncc(C(C)NS(=O)(=O)c3cc(F)ccc3C)c2C)cc1 (stereo unspecified)	.	-7%	-2%	0	6%	12%	0%	0%	?	-2%	6%
COc1cccc(OC)c1C(=O)Nc1ccc(Br)c(C(=O)c2ccccc2)c1	17%	-1%	0%	3	?	-24%	0%	3%	-2%	3%	-2%
Cn1c(SCC(=O)Nc2cccc(S(=O)(=O)N3CCOCC3)c2)nnc1-c1ccncc1	-3%	-11%	2%	5	-1%	12%	-7%	4%	-3%	-3%	-3%
COc1ccc(-n2cnc3sccc3c2=O)cc1	0%	3%	9%	3	-16%	4%	-4%	2%	21%	.	3%
Cc1cc(NC2CCCCC2)nc(N2CCOCC2)n1	7%	-2%	-1%	-5	1%	-6%	-10%	-8%	24%	-4%	2%
COc1cc(OC)c(NS(=O)(=O)c2cc(C(=O)OC(C)C(=O)NC3CC3)c(Cl)cc2Cl)cc1Cl (stereo unspecified)	-4%	-18%	1%	12	0%	?	-4%	-6%	?	30%	9%
CCC(C)NC(=O)Cn1c(COc2ccc(Cl)cc2Cl)nc2ccccc21 (stereo unspecified)	-7%	?	?	-1	-5%	?	24%	-8%	?	1%	6µM*
Cc1cc(C)c2cc(CN(Cc3ccco3)C(=O)NCc3ccccc3)c(=O)[nH]c2c1	-2%	?	-3%	-4	11%	8.2µM*	3%	-4%	-19%	?	0%
Cc1nc(C)c(C(=O)OCC(=O)N2CCN(c3ccccc3)CC2)s1	-14%	-27%	-5%	16	-1%	-10%	0%	0%	-2%	-8%	-4%
CCC1=NN2C(=N)/C(=C/c3cc(C)n(Cc4ccccc4)c3C)C(=O)N=C2S1	.	6%	0%	2	1%	-17%	2%	.	-2%	-1%	?
S=c1nc[nH]c2c1ncn2C1CCCO1 (stereo unspecified)	?	-15%	1%	1	-8%	-11%	2%	-3%	-11%	-2%	5%
CCOC(=O)N1CCN(C(=O)c2ccccc2NC(=O)COc2ccccc2)CC1	.	-14%	4%	-15	0%	?	22%	-1%	30%	-13%	-19%
O=C(O)COc1ccc(NC(=O)c2ccc3c(c2)C(=O)N(Cc2ccccc2)C3=O)cc1	30%	-2%	-5%	-1	3%	21%	-1%	?	22%	-1%	17µM*
O=C(Nc1ccccn1)c1ccc(C(=O)Nc2ccccn2)cc1	-17%	12%	?	2	0%	?	?	-3%	0%	0%	?
O=C(OCCCOC(=O)c1cc[n+]([O-])cc1)c1cc[n+]([O-])cc1	.	-14%	1%	-18	0%	3%	5%	21%	-12%	-1%	-2%
Cc1cc2nc(C)n(CCCNC(=O)Nc3ccccc3)c2cc1C	.	16%	-2%	-23	4%	-2%	-4%	3%	21%	3%	2%
N#Cc1ccc(S(=O)(=O)N2CCN(CC(=O)NCC3(N4CCOCC4)CCCCC3)CC2)cc1	.	.	-1%	-16	-1%	1%	-2%	.	.	.	.
CN(Cc1ccccc1F)C(=O)COc1ccc(C(=O)c2ccccc2)cc1	-16%	3%	-3%	8	17%	?	2%	-9%	27%	.	-14%
O=C(CN1CCN(C(=O)CNC(=O)c2ccc3c(c2)OCO3)CC1)Nc1ccc(F)cc1	.	.	-5%	-6	2%	2%	-1%	.	.	.	-2%
O=C(Nc1cccc(Cl)c1)OCc1cn(-c2ccccc2)nn1	31%[activator]	-4%	0%	2	-1%	13%	3%	-2%	42%	0%	-13%
O=C(Nc1ccc2c(c1)OCCO2)c1cccnc1Oc1ccc(Cl)cc1	.	-2%	-11%	5	5%	?	-6%	-1%	-6%	-4%	-2%
COc1ccc(N2CC(C(=O)NCCc3ccc(Cl)cc3)CC2=O)c(OC)c1 (stereo unspecified)	.	.	0%	-14	3%	5%	3%	.	.	.	1%
N/C(=N\OC(=O)Cc1ccc(-c2ccccc2)cc1)c1cccc([N+](=O)[O-])c1	39%[activator]	-3%	1%	?	-10%	1%	-6%	3%	1%	-6%	-6%
Cc1c(N2C(=O)C(=O)/C(=C(/O)c3ccc(Br)cc3)C2c2cccnc2)c(=O)n(-c2ccccc2)n1C (stereo unspecified)	-12%	-3%	0%	-3	0%	-14%	-3%	95%[activator]	-2%	2%	?
SMILES	Menin MLL FP TR	VP16 counter	Rab9 prom act	KCNH2 3.1 inh	Mito fusion yeast	ELG1 DNA repair	NPC1 prom act	MBNL1-CUG inh	RORgamma inh	PKM2 activator	FLuc modulator
CCOc1ccc(C(C)=O)cc1CN1C(=O)C(=O)N(CC)C1=O	0%	1%	-5%	6	1%	-11%	-2%	3%	-5%	-3%	-1%
O=C(NC(=S)Nn1cnnc1)c1ccccc1Br	.	-4%	5%	1	0%	10%	2%	-1%	-32%	-14%	-13%
COc1ccc(CN2CCN(C(=O)c3cccs3)CC2)cc1	-2%	-2%	7%	10	0%	12%	-1%	-1%	7%	6%	1%
Cc1cc(C)c(C(N)=O)c(SCC(=O)c2cc(C)c(C)cc2C)n1	-16%	3%	11%	9	10%	-5%	-3%	?	-3%	11%	-3%
O=C(CSc1nc(-c2ccccc2)cs1)NCCN1C(=O)CSC1=O	7%	4%	14%	-2	-3%	?	17%	1%	?	7%	?
COc1ccc(C(=O)Nc2nc3ccccc3[nH]2)cc1OC	-21%	10µM*	2.8µM*	-7	11%	?	2.8µM*	?	11µM*	-7%	15µM*
COC(=O)C(C)Sc1nnc(Cc2cc(=O)[nH]c(=O)[nH]2)n1-c1cc(C)ccc1C (stereo unspecified)	2%[11.7 µM]	10%	1%	3	1%	1%	1%	-5%	6%	0%	2%
Cc1cc(CN2CCCCC2)oc1C(=O)O	2%	-1%	0%	16	0%	?	0%	-4%	17%	-9%	8%
Cc1noc(C)c1COC(=O)c1ccc2ccccc2n1	-5%	1%	5%	0	2%	1%	-3%	?	-8%	1%	-9%
Cc1cccc(CC(=O)Nc2c3c(nn2-c2cccc(Cl)c2)CS(=O)C3)c1 (stereo unspecified)	6%	5%	2%	2	-1%	12%	0%	-3%	-1%	10%	0%
Cc1cccc(NC(=O)c2csnn2)n1	14%	0%	15%	-2	4%	10%	0%	-1%	21%	.	5%
Cc1ccc2nc(NC(=O)CSc3ncnc4c3oc3ccccc34)sc2c1	-8%	-2%	1%	-9	3%	12%	8%	-14%	8%	-16%	-1%
COc1c(OC(C)=O)ccc(/C=C/c2ccc3cccc(OC)c3n2)c1[N+](=O)[O-]	?	-17%	21%	-8	0%	?	22%	19%	?	0%	12µM*
Cn1c(=NC(=O)CN2C(=O)C3CC=CCC3C2=O)sc2ccccc21 (stereo unspecified)	-8%	6%	10%	-9&1	-3%	13%	0%	-6%	17%	1%	?
COc1cc(C2C(C(=O)N3CCOCC3)=C(C)NC3=C2C(=O)CCC3)ccc1OC(C)=O (stereo unspecified)	-13%	-3%	-5%	13	2%	6%	-7%	-2%	-23%	10%	1%
CCc1cccc2sc(N3CCN(C(=O)c4ccc([N+](=O)[O-])o4)CC3)nc12	.	.	-32%[inhibitor]	-15	?	-23%	-4%	.	.	.	1%
O=C1OCCN1CC(=O)N1CCc2c([nH]c3ccccc23)C1c1ccccn1 (stereo unspecified)	3%	-1%	-4%	3	-7%	-3%	-3%	-7%	21%	0%	1%
Cc1cc(C)cc(NC(=O)CN2CCC(NC(=O)c3cccc(F)c3)CC2)c1	-10%	-1%	-4%	-1	-12%	-3%	-7%	-1%	22%	.	-1%
COc1ccc([C@H]2CC(=O)C=C(c3cc(Cl)ccc3OC)C2)cc1	.	.	-2%	2	?	?	-10%	.	.	.	4%
C=CCN1C(=O)c2ccccc2Sc2ccc(C(=O)NCCC)cc21	0%	-6%	-4%	0	27%	-12%	-1%	-4%	-3%	.	-1%
CN=C(N)NCCC[C@H](N)C(=O)O	?	-8%	-2%[46.1 µM]	-6	-4%&-5%	14%	-8%[46.1 µM]	.	6%	.	5%

Screens (PubChem)

This is a subset; the hit share may differ from the screen's.
